USP17 inh: inhibitors of human USP17 deubiquitinase | Ubiquitin carboxyl-terminal hydrolase 17-like protein 5 (Homo sapiens), A8MUK1 | purified USP17, Ub-rhodamine cleavage fluorescence, 3 h | inhibition, % at 50 µM | 47,000 compounds, 6.5% hits
OTUD3 inh: inhibitors of human OTUD3 deubiquitinase; OTU domain-containing protein 3 (Homo sapiens), Q5T2D3; 47,000 compounds, 0.7% hits; purified OTUD3, Ub-rhodamine fluorescence, 2 h; inhibition, % at 25 µM
USP8 block: inhibitors of human USP8 deubiquitinase | Ubiquitin carboxyl-terminal hydrolase 8 (Homo sapiens), P40818 | 47,000 compounds, 4.2% hits | inhibition, % at 20 µM | purified USP8, Ub-rhodamine cleavage fluorescence, 30 min
UCHL1 inh: inhibitors of human UCHL1 deubiquitinase; Ubiquitin carboxyl-terminal hydrolase isozyme L1 (Homo sapiens), P09936; purified UCHL1, Ub-rhodamine cleavage fluorescence; inhibition, % at 20 µM; 47,000 compounds, 0.2% hits
Target sequence (P09936 whole entry, looked up): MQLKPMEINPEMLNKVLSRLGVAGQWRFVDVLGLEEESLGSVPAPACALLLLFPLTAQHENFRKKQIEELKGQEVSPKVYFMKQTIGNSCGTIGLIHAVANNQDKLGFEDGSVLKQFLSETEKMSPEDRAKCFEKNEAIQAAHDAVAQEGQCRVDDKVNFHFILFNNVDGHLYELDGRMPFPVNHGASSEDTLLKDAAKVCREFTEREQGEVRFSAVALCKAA
USP28 inh: inhibitors of human USP28 deubiquitinase; Ubiquitin carboxyl-terminal hydrolase 28 (Homo sapiens), Q96RU2; purified USP28, Ub-rhodamine cleavage fluorescence, 30 min; AID 1645857, 2021; inhibition, % at 25 µM; 47,000 compounds, 3% hits
USP7 block: inhibitors of human USP7 deubiquitinase | Ubiquitin carboxyl-terminal hydrolase 7 (Homo sapiens), Q93009 | purified USP7, Ub-rhodamine cleavage fluorescence | inhibition, % at 20 µM | 47,000 compounds, 0.3% hits | AID 1645854, 2021
USP10 inh: inhibitors of human USP10 deubiquitinase. Ubiquitin carboxyl-terminal hydrolase 10 (Homo sapiens), Q14694. purified USP10, Ub-rhodamine fluorescence, 60 min. inhibition, % at 20 µM. 47,000 compounds, 1.1% hits
Target sequence (Q14694 whole entry, looked up): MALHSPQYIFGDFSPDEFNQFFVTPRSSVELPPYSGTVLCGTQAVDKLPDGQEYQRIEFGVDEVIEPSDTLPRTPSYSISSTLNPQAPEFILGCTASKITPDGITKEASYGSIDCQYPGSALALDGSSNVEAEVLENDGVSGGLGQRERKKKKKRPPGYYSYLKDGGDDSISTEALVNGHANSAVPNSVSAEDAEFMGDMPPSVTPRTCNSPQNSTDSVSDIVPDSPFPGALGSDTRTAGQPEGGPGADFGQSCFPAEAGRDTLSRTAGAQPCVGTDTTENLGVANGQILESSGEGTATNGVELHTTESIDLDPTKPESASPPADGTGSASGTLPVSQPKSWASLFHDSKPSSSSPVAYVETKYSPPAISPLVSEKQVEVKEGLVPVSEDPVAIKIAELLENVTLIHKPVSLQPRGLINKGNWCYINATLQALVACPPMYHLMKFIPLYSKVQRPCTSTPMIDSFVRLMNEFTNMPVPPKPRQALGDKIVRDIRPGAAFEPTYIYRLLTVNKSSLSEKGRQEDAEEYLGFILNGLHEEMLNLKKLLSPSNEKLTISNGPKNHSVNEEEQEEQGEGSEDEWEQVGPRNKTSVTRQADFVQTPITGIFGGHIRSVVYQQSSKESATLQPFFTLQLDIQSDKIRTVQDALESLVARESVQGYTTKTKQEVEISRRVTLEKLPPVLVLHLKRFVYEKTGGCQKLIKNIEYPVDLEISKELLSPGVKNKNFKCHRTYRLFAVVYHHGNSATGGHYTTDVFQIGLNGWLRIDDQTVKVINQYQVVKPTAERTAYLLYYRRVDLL
USP30 inh: inhibitors of human USP30 deubiquitinase; 47,000 compounds, 5.3% hits; purified USP30, Ub-rhodamine cleavage fluorescence; Ubiquitin carboxyl-terminal hydrolase 30 (Homo sapiens), Q70CQ3; inhibition, % at 25 µM
Starred values were filed as active, the others as inactive; i = inactive; x = no result given. No stated cut-off is given here; in the data, active means inhibition above about 30%; inactive means the rest. An unsorted share of the library (roughly 13% active in at least one column).

USP30 inh,USP10 inh,UCHL1 inh,USP17 inh,USP8 block,OTUD3 inh,USP7 block,USP28 inh,Structure
22,-1,-1,12,23,10,3,11,CC(C)(C)OC(=O)N1CCC[C@H]1C(=O)NCC1CCC(C(=O)O)CC1 (stereo partly specified)
-53,-8,0,4,60*,-5,-1,-2,CCN1CCC2(CC1)N=C(c1ccccc1)CC(c1cccc(OC)c1O)N2 (stereo unspecified)
-2,1,-3,-7,0,-1,0,0,O=C(CSc1n[nH]c(-c2ccccc2)n1)NCC1CCCO1 (stereo unspecified)
0,17,6,12,-4,-10,-55,37*,Cc1ccc2nc(CCc3ccc(NS(=O)(=O)c4cccc(Cl)c4)cc3)[nH]c2c1
-1,0,-1,-6,-32,-2,1,-3,O=C(NC1CCN(c2nnc3ccc(Cl)cn23)CC1)c1ccccc1F
-5,2,2,-2,1,-7,-53,-2,O=C(Nc1cccc(Cl)c1)N1CCC2(CC1)NC(=O)N(Cc1ccccc1)C2=O
34*,9,5,33*,12,16,1,30,COc1ccc(C(=O)N(Cc2ccc(C)cc2)Cc2ccco2)cc1
-343,-5,-13,x,-28,-72,-10,-84,Cc1nc(C)n(CC2CCCN2Cc2csc(-c3ccco3)n2)n1 (stereo unspecified)

Another view of 4 compounds above:
structure: CC(C)(C)OC(=O)N1CCC[C@H]1C(=O)NCC1CCC(C(=O)O)CC1 (stereo partly specified)
  USP30 inh: 22
  USP10 inh: -1
  UCHL1 inh: -1
  USP17 inh: 12
  USP8 block: 23
  OTUD3 inh: 10
  USP7 block: 3
  USP28 inh: 11

structure: CCN1CCC2(CC1)N=C(c1ccccc1)CC(c1cccc(OC)c1O)N2 (stereo unspecified)
  USP30 inh: -53
  USP10 inh: -8
  UCHL1 inh: 0
  USP17 inh: 4
  USP8 block: 60*
  OTUD3 inh: -5
  USP7 block: -1
  USP28 inh: -2

structure: O=C(CSc1n[nH]c(-c2ccccc2)n1)NCC1CCCO1 (stereo unspecified)
  USP30 inh: -2
  USP10 inh: 1
  UCHL1 inh: -3
  USP17 inh: -7
  USP8 block: 0
  OTUD3 inh: -1
  USP7 block: 0
  USP28 inh: 0

structure: Cc1ccc2nc(CCc3ccc(NS(=O)(=O)c4cccc(Cl)c4)cc3)[nH]c2c1
  USP30 inh: 0
  USP10 inh: 17
  UCHL1 inh: 6
  USP17 inh: 12
  USP8 block: -4
  OTUD3 inh: -10
  USP7 block: -55
  USP28 inh: 37*

(list continues)
USP30 inh,USP10 inh,UCHL1 inh,USP17 inh,USP8 block,OTUD3 inh,USP7 block,USP28 inh,Structure
-29,-1,2,-28,3,-9,-1,-2,CCCCN1CC(=O)N2C(CCc3ccccc3)c3[nH]c4ccccc4c3C[C@@H]2C1=O (stereo partly specified)
0,2,2,-3,-5,-1,2,-7,Cc1cccc(Nc2cc(C3CCN(C(=O)c4ccn[nH]4)CC3)ccn2)n1
-38,19,13,-18,-10,13,12,41*,O=C(CSc1nc2ccccc2[nH]1)Nc1cccc2c1OCCO2
13,0,2,10,2,19,3,16,CCN(CC)c1ccc(NC(=O)C2CCCN(S(=O)(=O)c3cccnc3)C2)c(C)c1 (stereo unspecified)
i,-7,-13,-165,-190,-177,-12,-226,COc1cccc(CN(C)c2nc3ccccc3nc2NS(=O)(=O)c2ccccc2C)c1OC
-43,-5,-2,-14,-56,-14,-50,-2,COc1ccc(N/C=C/c2onc(-c3c(Cl)cccc3Cl)c2C#N)c(OC)c1
-2,-1,-1,1,4,2,0,-13,Cc1cccc(CNC(=O)CN2C(=O)C3CCCN3C(=O)c3ccc(F)cc32)c1 (stereo unspecified)
-12,0,-2,-3,-2,0,2,-7,CC(=O)N1[C@@H]2CN(C(=O)c3cccc(=O)[nH]3)[C@@H]3CCC[C@H]1[C@]3(C)C2
36*,11,4,54*,69*,27,5,29,CC(C)c1ccc(/C=C/C(=O)N2CCc3ccccc3C2)cc1
-10,-4,-1,-8,-7,0,-11,-7,O=C(Cn1cccc(S(=O)(=O)N2CCCCCC2)c1=O)Nc1ccccc1F
-16,0,2,-4,0,-7,1,25,Cc1csc(SCc2ccccc2C(=O)OCC(=O)c2ccc3c(c2)OCCO3)n1
-14,1,1,10,5,3,4,3,COc1ccc2nc(-n3nc(C)c4c3NC(=O)CC4c3cc(C)sc3C)sc2c1 (stereo unspecified)
13,-5,1,2,11,0,4,6,CN(C)S(=O)(=O)N1CCCC(n2c(=O)[nH]c3cncnc32)C1 (stereo unspecified)
18,5,3,13,12,-66,2,3,Cc1noc(C)c1-c1ccc(S(=O)(=O)Nc2cccc(C#N)c2)cc1
19,0,1,5,2,4,-3,2,CC(=O)N1CCc2c([nH]c3ccccc23)C1C(F)(F)F (stereo unspecified)
14,0,0,8,2,7,0,10,CC(C)(C)C(=O)N1CCC(Cc2cc(-c3cccc(C(=O)O)c3)ncn2)C1 (stereo unspecified)
11,12,-2,-8,0,-3,-3,-5,CCN(CC)S(=O)(=O)c1ccc2[nH]c(=O)cc(C(=O)Nc3ccccc3N3CCOCC3)c2c1
x,6,3,-9,6,-8,2,x,Cc1ccc(NC(=O)COc2ccccc2[N+](=O)[O-])nc1
13,-1,0,7,1,12,-5,12,CC(=O)CN(c1nc2nc(C)cc(C)n2n1)S(=O)(=O)c1ccc(C)cc1
-9,0,-1,2,8,-4,0,-3,O=S(=O)(c1ccccc1Cl)N1CCC(CN2CCCCC2)CC1
-51,-4,-3,-12,2,-1,1,-2,CC1=Nc2cc(C(=O)NCc3ccccc3Cl)ccc2Sc2ccccc21
9,12,5,1,6,2,6,9,CSc1nc2cc(S(=O)(=O)N3CCCc4ccccc43)ccc2s1
28,1,-1,-31,-198,9,0,17,O=C(NCc1cccc(Cl)c1)c1cnn(-c2ccc([N+](=O)[O-])cc2)c1C1CCNCC1
-134,-3,-14,-26,-37,-25,-10,-30,COc1cccc(Cn2c(=O)c3cnc(-c4ccncc4)nc3n(C)c2=O)c1

Entries above containing a nitro group on carbon (two):
USP30 inh,USP10 inh,UCHL1 inh,USP17 inh,USP8 block,OTUD3 inh,USP7 block,USP28 inh,Structure
x,6,3,-9,6,-8,2,x,Cc1ccc(NC(=O)COc2ccccc2[N+](=O)[O-])nc1
28,1,-1,-31,-198,9,0,17,O=C(NCc1cccc(Cl)c1)c1cnn(-c2ccc([N+](=O)[O-])cc2)c1C1CCNCC1

Next part.
USP30 inh,USP10 inh,UCHL1 inh,USP17 inh,USP8 block,OTUD3 inh,USP7 block,USP28 inh,Structure
i,-5,-95,-185,-16,-184,-111,-262,FC(F)(F)c1ccccc1CCN1CCc2nc3ccc(Cl)cc3cc2C1
-3,-7,0,16,2,4,0,11,O=C(COC(=O)c1ccc(F)c(S(=O)(=O)N2CCOCC2)c1)NCc1ccc2c(c1)OCO2
-7,1,2,-1,0,-4,-9,-6,CCOc1ccc(S(=O)(=O)N2CCOCC2)cc1-c1nc2c(C(C)(C)C)nn(C)c2c(=O)[nH]1
-160,-7,-2,-44,-284,-33,-1,-51,CC(C)C(=O)N1Cc2ccccc2CC2(CCCN(C)C2)C1 (stereo unspecified)
-22,1,0,-11,-1,-7,0,-5,Cc1ccc(OCc2nc(C)c(C(=O)NCC3CCCO3)s2)cc1 (stereo unspecified)
7,0,0,-2,-3,-3,4,-9,O=C(Cc1nc(-c2ccncc2)n[nH]1)NCc1ccccc1
-42,-9,-10,-24,-1,-15,-9,-27,COc1ccccc1NCc1cn2ccccc2n1
-19,-2,1,-9,-13,-7,-1,-20,COCCN1C(=O)C2C(C(=O)Nc3ccc(Oc4ccccc4)cc3)C3C=CC2(O3)C1C(=O)NC1CCCCC1 (stereo unspecified)
-32,-2,-3,-4,-1,-10,0,-21,O=C(NC(=O)c1ccc(-c2cccs2)s1)Nc1ccc(Cl)cc1
-21,-2,-4,-11,-41,-8,-44,-12,O=C(Cc1ccc(Cl)cc1)N1CCC2(C1)C(=O)Nc1ccccc12 (stereo unspecified)
-49,-1,-5,-9,-6,-23,-4,-11,COc1ccccc1C1c2[nH]c3ccccc3c2C[C@H]2C(=O)N(C3CCN(Cc4ccccc4)CC3)CC(=O)N12 (stereo partly specified)
16,1,4,15,0,9,-16,8,Cn1c(=O)n(Cc2ccc(Cl)cc2)c2cncnc21
-103,-8,-14,-18,-29,-26,-15,-37,Cc1cc(C(=O)COC(=O)C2CCN(C(=O)c3ccc(Cl)cc3)CC2)c(C)n1CC1COc2ccccc2O1 (stereo unspecified)
0,8,6,22,-12,1,-19,6,N#Cc1ccc(NC(=O)COC(=O)C(Cc2c[nH]c3ccccc23)NC(=O)c2ccc(F)cc2)cc1 (stereo unspecified)
-56,-7,1,-2,-23,-11,3,-2,O=C(NCc1cnn2ccccc12)c1ccc2nc[nH]c2c1
44*,-1,1,-9,-215,16,0,12,NCC(=O)N1CCCC2(Cc3ccccc3CN2S(=O)(=O)c2ccccc2)C1 (stereo unspecified)
1,0,-1,0,-1,-2,0,-12,Cc1ccc(CNC(=O)Cc2nnc(-c3ccccn3)o2)cc1
-44,-7,-18,-45,-12,-44,-18,-28,O=C(Cc1ccc(F)cc1)Nc1ccc(-c2nc3cccnc3s2)cc1
10,2,0,0,-3,-6,-2,-7,Cc1cccc(CSc2nc(-c3ccco3)nc3c2c(=O)n(C)c(=O)n3C)c1
24,2,4,-6,-82,4,7,5,Cc1ncccc1NC(=O)[C@H]1CO[C@H]2CCN(Cc3ccoc3)C[C@H]2C1
15,-4,-3,12,0,5,-7,1,Nc1c(-c2ccc(Cl)cc2)cnc2c(-c3ccccc3)c(COc3ccccc3)nn12
-75,-6,-9,-28,-17,-13,-6,-17,COc1ccc(C(=O)NCc2ccc3c(c2)OCO3)cc1S(=O)(=O)N1CCCc2ccccc21
17,3,1,9,19,1,3,5,O=C(Nc1ccc(N2CCN(Cc3ccccc3)C2=O)nc1)C1CCC1
21,-1,3,3,1,0,-103,1,Cn1c(=O)c2c3c(cnc2n(C)c1=O)C(=O)CC(c1ccccc1)C3 (stereo unspecified)
18,0,2,2,3,10,4,2,O=C(c1ccc2n[nH]nc2c1)N1CCCC(c2ccc3cn[nH]c3n2)C1 (stereo unspecified)
25,2,0,27,45*,13,-29,19,Cc1cc(C)n(-c2nnc(NCc3ccc(Cl)cc3)nn2)n1
20,2,0,12,0,14,2,9,CC(NC(=O)C1CCCC1)c1nc(-c2cccnc2)n[nH]1 (stereo unspecified)
7,-3,0,5,25,9,2,15,Cc1cccc(-n2cnc(C(=O)N3CCCN(c4cc(-c5cccc6cccnc56)ncn4)CC3)c2)n1
29,-6,-1,25,-5,-1,-1,3,O=C(NC1CCCCC1)C(c1ccc(F)cc1)N(Cc1ccccc1Cl)C(=O)c1ccc(CN2CCOCC2)o1 (stereo unspecified)
21,0,1,9,11,-75,-8,16,CCN(C(=O)c1nc(N2CCSCC2)c2cnn(C)c2n1)c1ccccc1
10,-2,-2,-5,-6,0,-3,-1,CN(C)CCOc1cccc(C(=O)N2CCC3(CC2)CO[C@@H]2c4ccccc4OC(C)(C)[C@H]2C3)c1
-22,5,-1,-10,2,-8,2,-13,COc1ccc2c3c(c(=O)oc2c1)CN(C(=O)Nc1ccc(F)cc1F)CC3
-43,-4,-1,-1,-15,-11,-3,2,COc1cccc(NC(=O)CN2CCC3(CC2)Nc2ccccc2C2=NCCN23)c1
-30,-2,-4,-11,4,-10,-4,-16,Cc1cc(C(=O)N2CCCn3cc(-c4ccccc4F)nc32)nn1C
